Assay outcomes (PubChem BioAssay)
Kir21 inh – inhibitors of mouse Kir2.1 inward-rectifier potassium channel. AID 1672, 2009. B-score at 10 µM. Inward rectifier potassium channel 2 (Mus musculus), P35561. HEK293-Kir2.1, FluxOR thallium flux fluorescence; active compounds read low. actives 0.85% (n = 310,000);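 active means fluorescence ratio B-score at or below minus 3 SD of library scores, with starting-brightness B-score within 2 SD, cut at about -4.2 in these data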;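 further: channel flux triggered by added potassium and thallium sulfate stimulus; B-score of peak minus minimum fluorescence over baseline after thallium stimulus; more negative B-score means stronger Kir2.1 block with less thallium influx; some compounds called inactive have numbers as strong as hits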
KCNQ2 block – KCNQ2 potassium channel inhibitors, primary screen, cell-based, CHO-K1, FluxOR thallium flux, B-score (AID 2156); 20 min; active compounds read low; B-score at 10 µM; actives 1.1% (n = 310,000);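 active means fluorescence ratio B-score at most minus 3 library SDs, with starting brightness B-score within 2 library SDs, cut at about -5.5 in these data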
Target sequence (O88943 whole entry, looked up): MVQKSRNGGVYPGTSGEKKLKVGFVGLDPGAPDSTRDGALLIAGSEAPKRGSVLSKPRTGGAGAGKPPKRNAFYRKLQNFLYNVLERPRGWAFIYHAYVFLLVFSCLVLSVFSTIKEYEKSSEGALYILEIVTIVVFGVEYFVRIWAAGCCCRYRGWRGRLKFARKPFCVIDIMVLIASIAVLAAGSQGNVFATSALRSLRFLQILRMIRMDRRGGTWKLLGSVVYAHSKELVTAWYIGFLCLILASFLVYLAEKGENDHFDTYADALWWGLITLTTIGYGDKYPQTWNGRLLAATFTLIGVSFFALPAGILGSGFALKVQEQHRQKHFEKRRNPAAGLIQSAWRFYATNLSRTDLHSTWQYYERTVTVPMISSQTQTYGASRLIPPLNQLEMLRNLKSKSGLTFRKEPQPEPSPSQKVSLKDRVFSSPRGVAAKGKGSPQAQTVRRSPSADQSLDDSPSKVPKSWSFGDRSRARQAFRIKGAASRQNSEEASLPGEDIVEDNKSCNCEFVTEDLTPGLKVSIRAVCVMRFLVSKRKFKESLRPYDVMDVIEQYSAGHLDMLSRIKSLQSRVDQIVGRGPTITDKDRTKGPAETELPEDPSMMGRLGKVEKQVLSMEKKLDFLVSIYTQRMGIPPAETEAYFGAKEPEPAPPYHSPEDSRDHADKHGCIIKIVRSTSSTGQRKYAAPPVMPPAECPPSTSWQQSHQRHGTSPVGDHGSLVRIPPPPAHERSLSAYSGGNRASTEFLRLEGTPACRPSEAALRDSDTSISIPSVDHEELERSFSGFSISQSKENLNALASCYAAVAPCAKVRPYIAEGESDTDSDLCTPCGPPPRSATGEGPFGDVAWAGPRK
An asterisk follows results filed as active; i = inactive.

SMILES	Kir21 inh	KCNQ2 block
Cc1cc(C(F)(F)F)nc(SCC(=O)c2cccc([N+](=O)[O-])c2)n1	0.51	i
CCOC(=O)/C(C#N)=C/c1cccc(C)c1	-0.87	i
CCc1nc(SCC(=O)Nc2cc(C)on2)c2c(=O)n(C)c(=O)n(C)c2n1	0.31	i
CC(=O)Nc1ccc(NC(=O)CC(NC(=O)c2ccccc2)c2ccccc2)cc1 (stereo not given)	0.02	i
COc1ccccc1N(CC(O)CN1C(C)CCCC1C)S(=O)(=O)c1ccccc1 (stereo not given)	-0.14	i
O=C(c1ccccc1)c1cccs1	1.87	i
CN(c1ccccc1)S(=O)(=O)c1ccc(C(=O)Nc2ccncc2)cc1	-1.61	i
CC(=O)c1ccc(N2CCN(S(=O)(=O)c3cc4[nH]c(=O)c(=O)[nH]c4cc3C)CC2)cc1	-0.19	i
CC(C)c1ccc(NC(=O)Cc2cn(C)c3ccccc23)cc1	0.07	i
CCOC(=O)C1CCN(Cc2cc(=O)oc3cc(C)ccc23)CC1	-0.74	i
COc1ccc(OC)c(-c2cn(S(=O)(=O)c3ccccc3)nc2N)c1	0.23	i
CCn1cc(CN(C)C(=O)CSc2nc(-c3ccco3)cc(C(F)(F)F)n2)c(C)n1	-1.62	i
Cc1ccc(OCc2nnc(SCC(=O)C(C)(C)C)n2Cc2ccco2)cc1	-4.14	-7.01*
Cc1ccc(Cn2cc(C(=O)NN)c(=O)c3ccc(F)cc32)cc1	-0.59	i
COc1ccc(Cl)cc1NC(=O)CCS(=O)(=O)c1ccc(Br)cc1	0	i
CCCSc1nnc(NC(=O)Nc2ccccc2OC)s1	-2.11	i
COC(=O)C1=C[C@@H](C(=O)OC)[C@@H]2C3=C(C(=O)C2(C)C)[C@H](c2ccccc2)[C@@H]2C(=O)N(C)C(=O)[C@@H]2[C@@H]3C1	-1.05	i
CC(=O)c1cccc(NC(=S)NC(=O)c2cccc(Cl)c2)c1	1.08	i
Cc1cc(C)c(N=C2CCCN2Cc2ccccc2)c(C#N)c1	-1.11	-8.79*
COc1ccc(NC(=O)Cn2nnc(C(=O)Nc3ccc(F)c(Cl)c3)c2N)cc1OC	0.36	i

The list goes on; the last six above are carried over.
SMILES	Kir21 inh	KCNQ2 block
COc1ccc(Cl)cc1NC(=O)CCS(=O)(=O)c1ccc(Br)cc1	0	i
CCCSc1nnc(NC(=O)Nc2ccccc2OC)s1	-2.11	i
COC(=O)C1=C[C@@H](C(=O)OC)[C@@H]2C3=C(C(=O)C2(C)C)[C@H](c2ccccc2)[C@@H]2C(=O)N(C)C(=O)[C@@H]2[C@@H]3C1	-1.05	i
CC(=O)c1cccc(NC(=S)NC(=O)c2cccc(Cl)c2)c1	1.08	i
Cc1cc(C)c(N=C2CCCN2Cc2ccccc2)c(C#N)c1	-1.11	-8.79*
COc1ccc(NC(=O)Cn2nnc(C(=O)Nc3ccc(F)c(Cl)c3)c2N)cc1OC	0.36	i
CNC(=O)C1=C(C)NC(=S)NC1c1cccs1 (stereo not given)	-0.92	i
CCN(CC)C(=O)Cn1cnc([N+](=O)[O-])n1	1.47	i
OCCN1CCN(C(=S)c2ccc(Cl)cc2)CC1	1.02	i
Cc1cccc(/C=N/NC(=O)Cn2nnnc2N)n1	-0.31	i
Cc1nn(C)c(C)c1S(=O)(=O)N1CCC(C(=O)NCC2COc3ccccc3O2)CC1 (stereo not given)	1.38	i
Cn1c(=NC(=O)COc2ccccc2)sc2cccc(F)c21	-0.25	i
Cc1ccc(NC(=S)Nc2ccc(Cl)c(Cl)c2)c(OC(F)F)c1	-2.64	i
Cc1c(OCC(=O)N2C[C@H]3C[C@@H](C2)c2cccc(=O)n2C3)ccc2c3c(c(=O)oc12)CCCC3	1.66	i
CCS(=O)(=O)N1CCC(C(=O)NCc2cc(OC)ccc2OC)CC1	2.1	i
O=C(CC1CCCCC1)Nc1c2c(nn1-c1ccc(F)cc1)CS(=O)(=O)C2	-0.17	i
O=C(NCC(c1ccco1)N1CCc2ccccc2C1)c1cccc(F)c1 (stereo not given)	-1.9	-5.85*
CCc1nnc(NC(=O)COC(=O)CN2C(=O)c3ccccc3C2=O)s1	0.33	i
COc1ccc(C(=O)N/N=C(/C)c2cccc(NC(=O)c3ccccc3F)c2)cc1	-0.76	i
COc1ccc(NC(=O)CSc2nc3[nH]c(=O)[nH]c(=O)c3s2)cc1OC	0.2	i
O=C(CCc1nc2ccccc2s1)OCC(=O)c1ccccc1	1.95	i
O=C(NCc1ccccc1Cl)c1ccc(CS(=O)Cc2ccc(Cl)cc2)o1 (stereo not given)	0.18	i
CCCCCc1nc2c(=O)n(C)c3ccccc3c2o1	-0.62	i
COc1ccc([N+](=O)[O-])cc1NC(=O)Cn1ccc(C(F)(F)F)n1	2.68	i
O=C(O)COC(=O)C1C(c2ccccc2)C(C(=O)O)C1c1ccccc1 (stereo not given)	-0.06	i
CCOC(=O)/C(C#N)=C/c1ccc(N2CCN(Cc3ccccc3)CC2)cc1	1.24	i
Cc1cccc(-c2noc(-c3ccoc3C)n2)c1	-0.79	i
Cc1ccc(NC(=O)CCNCc2ccco2)cc1S(=O)(=O)N(C)C	-0.43	i
CC1CCN(C(=O)Cn2nc(C(F)(F)F)c3c2CCCC3)CC1	-0.59	i
CCOc1ccc2ccccc2c1C(=O)Nc1cc(=O)n(C)c(=O)n1C	-1.05	i
O=C(NCC1CCCO1)c1cc(-c2ccccc2)on1 (stereo not given)	-0.3	i
Cc1c(C(=O)N2CCN(CCc3ccccn3)CC2)oc2ccc(F)cc12	0.22	i
COc1ccc(S(=O)(=O)N2CCC(C(=O)N[C@@H](C)C(=O)NC3CCCC3)CC2)cc1	0.9	i
COC(=O)COc1ccc(S(=O)(=O)N2CCCCCC2)cc1C	-0.04	i
CCOC(=O)c1[nH]ncc1CN1CCC(Cc2cccc(OC)c2)(C(=O)OCC)CC1	0.27	i
COc1ccc(NC(=O)c2cc(C(C)C)on2)c(OC)c1	0.01	i
CCc1nnc(NC(=O)c2ccc(S(=O)(=O)N3CCCc4ccccc43)cc2)o1	-1.05	i
O=C(O)C1CCCCC1C(=O)Nc1ccc(F)cc1F (stereo not given)	1.53	i
c1cc(SSc2ccncc2)ccn1	-0.39	i
CC1CCCC(C)N1C(=O)CCN1C(=O)C2C3C=CC(C3)C2C1=O (stereo not given)	-2.32	i
CN=C(Nc1cccnc1)c1ccccc1	-0.26	i
COCCCNC(=O)Cn1cnc2sc(C)c(S(=O)(=O)N3CCN(c4ccccc4OC)CC3)c2c1=O	-0.61	i
CCC(C(=O)NCc1ccc(F)cc1)N(Cc1cccs1)C(=O)c1snc(C(N)=O)c1N (stereo not given)	-1.98	i
COc1ccc(Nc2nc(N3CCOCC3)nc(N3CCOCC3)n2)cc1	-2.41	i
CCN(C(=O)C1CCN(c2nc(-c3ccc(OC)cc3)no2)CC1)c1ccc(OC)cc1	0.92	i
Cc1cccc(CNC(=O)CCCn2nc(C)c3c(C)n(-c4ccccc4)nc3c2=O)c1	-0.6	i
O=C(CN1C(=O)C2C3C=CC(C3)C2C1=O)Nc1nc2ccccc2[nH]1 (stereo not given)	-1.38	i
OC12CC3C[C@H](C1)C(N1CCOCC1)[C@@H](C3)C2 (stereo not given in full)	-0.83	i
Cc1ccc(CS(=O)(=O)CCC(=O)NC2CC2)cc1	0.14	i
CCN(CC)CCCn1c2c(c(SCC(=O)Nc3cccc(C)c3C)nc1=O)CCC2	0.05	i
COc1nc(Nc2ccc([N+](=O)[O-])cc2)nc(NC(C)C)n1	-2.14	i
O=S(=O)(c1ccc(F)c(F)c1F)N1CCN(C(=S)NC2CC3CCC2C3)CC1 (stereo not given)	-0.99	i
O=C(NCc1nc2ccccc2[nH]1)C1=C[C@H](c2coc3ccccc3c2=O)C[C@H](OCc2ccc(CO)cc2)O1	1.32	i
CCn1c(C)c(C)c2cc(C(=O)NCCCN3CCCCC3)ccc21	-0.11	i
C1=Nc2c(NCc3ccccc3)ncnc2Oc2ccccc21	0.22	i
COc1ccc(/C=C(/CC(=O)NCc2ccc(Cl)cc2)c2nc3ccccc3s2)cc1	0.96	i

Next part.
SMILES	Kir21 inh	KCNQ2 block
COc1ccc(-c2ccc(C)cc2)cc1[C@H]1[C@H]2C=CC[C@@H](C)[C@@H]2C(=O)N1Cc1ccccc1	0.49	i
Cc1cc(C)c(C)c(OCc2nc(-c3cccnc3)no2)c1	-0.11	i
COc1ccc(CCNC(=O)C2(C)CCC(=O)N2Cc2ccc(C)cc2)cc1OC (stereo not given)	-0.32	i
CCSC1=C(C#N)C(c2ccc3c(c2)OCO3)C2=C(CCCC2=O)N1 (stereo not given)	-1.51	i
Cc1ccc(C)c(S(=O)(=O)NC(CC(C)C)C(=O)O)c1 (stereo not given)	-0.29	i
O=C(NCc1ccccc1C(F)(F)F)C1CCC(=O)N(CCCc2ccccc2)C1 (stereo not given)	-0.08	i
C#CCOCCOCCOCCNc1nc(N2CCN(C(=O)[C@H](CCC(=O)O)n3cc(C(N)[C@H](C)CC)nn3)CC2)nc(N2CCN(C(=O)[C@H](CCC(=O)O)n3cc(C(N)[C@H](C)CC)nn3)CC2)n1 (stereo not given in full)	0.77	i
COc1ccc(/C(O)=C2\C(=O)C(=O)N(CCN(C)C)C2c2cc(OC)c(OC)c(OC)c2)c(C)c1 (stereo not given)	1.16	i
COCCCn1c(=O)c2ccccc2n(Cc2ccc(C)cc2)c1=O	-0.82	i
COc1ccc(CN2CCN(S(=O)(=O)c3ccc(NC(C)=O)cc3)CC2)cc1	-0.93	i
Cc1cccc(NC(=O)Cn2cnc3c(oc4ccccc43)c2=O)c1	-0.71	i
COc1ccc2[nH]c(=O)c(CN(Cc3ccccc3)Cc3nnnn3CC3CCCO3)cc2c1 (stereo not given)	0.09	i
CCN(Cc1ccc(OC)c(F)c1)C(=O)c1oc2ccccc2c1COC	-2.5	i
O=C(Cn1ncc2c3ccccc3n(Cc3ccccc3)c2c1=O)NCCN1CCOCC1	-0.66	i
COCCCNC(=S)Nc1cccc2ncccc12	0.44	i
O=C(O)C1C2C=CC(O2)C1C(=O)Nc1ccc2c(c1)OCCO2 (stereo not given)	2.67	i
O=C(NCc1ccco1)c1ccc(COc2cc(Cl)ccc2Cl)cc1	0.71	i
COc1cc(S(=O)(=O)N(Cc2ccccc2)Cc2ccccn2)ccc1-n1cnnn1	-0.86	i
C/C(=N\NC(=O)c1ccc(Br)cc1)c1ccccc1	0.88	i
COc1ccccc1C1(CCN=Cc2ccc(N(C)C)cc2)CCOC(C)(C)C1 (stereo not given)	0.06	i
Cc1ccc(N)cc1NC(=O)CN1CCOCC1	1.69	i
Cc1ccc(NC(=O)Cc2noc3ccccc23)cc1	0.02	i
COc1ccccc1N1CCN(C2CCCN(C(=O)CCC(C)=O)C2)CC1 (stereo not given)	0.63	i
CCOc1cccc2cc(-c3nnc(NCc4ccc5c(c4)OCO5)s3)c(=O)oc12	0.05	i
COc1ccc(NC(=O)CC(Cc2ccccc2)C(=O)O)cc1 (stereo not given)	-0.38	i
CN(C)S(=O)(=O)c1cccc(NC(=O)Cn2cc(C(F)(F)F)cc(Cl)c2=O)c1	0.43	i
O=C(COC(=O)[C@@H]1CCCN1S(=O)(=O)c1ccccc1F)Nc1ccc(OC(F)F)cc1	0.05	i
Oc1ccc(/C=N/n2cc(-c3ccccc3)[nH]c2=S)cc1	0.03	i
C/C(=N\NC(=O)c1ccc2c(c1)OCO2)c1ccc(NS(C)(=O)=O)cc1	0.24	i
Cc1ccccc1NC(=O)N1CCCC1C(=O)NCc1ccccc1 (stereo not given)	0.32	i
CCOc1c(OC)ccc2c3c(c(=O)oc12)CCCC3	-0.23	i
CN(CCCC(=O)Nc1ccccc1)S(=O)(=O)c1ccc(Cl)cc1	-0.54	i
CC1CCN(Cc2nnnn2CCCC(=O)NCCc2cnn(C)c2)CC1	0.7	i
CCc1cccc2c(/C=N/NC(=O)c3cccc(S(=O)(=O)Nc4ccccc4Cl)c3)c[nH]c12	0.14	i
CC(C)C(=O)Nc1cc(-c2nc3ncccc3o2)ccc1Cl	0.83	i
COc1ccc2c(c1)c(=O)oc1c(C)c(OCC(=O)N3CCc4ccccc4C3)ccc12	-2.15	i
O=C(NCCc1ccccc1)c1ccc(NCC2CCCO2)c([N+](=O)[O-])c1 (stereo not given)	2.37	i
N#Cc1nc(-c2ccco2)oc1N1CCC(C(N)=O)CC1	0.48	i
COC(=O)c1ccc(N(CC(=O)NC2CCCC2)C(=O)CNC(=O)c2ccco2)cc1	0.13	i
CCOc1ccc(CC(=O)NCCc2cnc[nH]2)cc1	1.07	i

Whole records, looked up by structure.
Entry for `CCc1cccc2c(/C=N/NC(=O)c3cccc(S(=O)(=O)Nc4ccccc4Cl)c3)c[nH]c12` = Kir21 inh: 0.14; KCNQ2 block: i
Entry for `Cc1cccc(CNC(=O)CCCn2nc(C)c3c(C)n(-c4ccccc4)nc3c2=O)c1` = Kir21 inh: -0.6; KCNQ2 block: i

Remaining list, next part:
SMILES	Kir21 inh	KCNQ2 block
O=C1c2ccccc2C(=O)N1CC(O)COc1ccccc1Cl (stereo not given)	-0.8	i
Cn1cnnc1SCC(=O)NC1CCCCC1	-0.76	i
CCOc1ccccc1Nc1ccc2nonc2c1[N+](=O)[O-]	1.16	i
CCn1cc(S(=O)(=O)c2ccccc2)c(=O)c2cc(F)c(N3CCN(C)CC3)cc21	2.05	i
CCCCN(C)CCC(=O)Nc1ccc(F)c(F)c1	-0.81	i
CCc1ccc(NC(=O)c2ccc(C3SCC(=O)N3CCc3ccccc3)cc2)cc1 (stereo not given)	0.28	i
